Screens (PubChem BioAssay)
BRCA1 expr up: increases BRCA1 expression | MCF7-BRCA1-FFLuc reporter, luminescence, 48 h; response scale: scaled: vehicle 0%, 10 µM genistein 100% | Potency, µM (titrated, usually from 46.1 µM), for the others: at the top dose activation, most hits filed as activators | 380,000 tested, 1.1% active; further: nearly all actives have a fitted effect of over 80% in size; some results filed as inactive show a strong effect at the top dose
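Luminescence from a BRCA1-driven firefly luciferase in MCF7 cells was read after 48 h compound exposure at 37 C. Data normalized against DMSO and a 10microM genistein activation control, then curve-fitted across the titration.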
FLuc modulator: inhibits or activates purified firefly luciferase, miR-21 counter-screen. P08659. purified FLuc, Km substrates, luminescence inhibition. Potency, µM (doses to about 57.5 µM), inactives show top-dose activity change, negative = inhibition, hits mostly inhibitors. 360,000 tested, 6.9% active. AID 588342;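 further: plate controls were vehicle for no effect and reference inhibitor for full effect; nearly all actives have a fitted effect of over 55% in size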
Target sequence (P08659 whole entry, looked up): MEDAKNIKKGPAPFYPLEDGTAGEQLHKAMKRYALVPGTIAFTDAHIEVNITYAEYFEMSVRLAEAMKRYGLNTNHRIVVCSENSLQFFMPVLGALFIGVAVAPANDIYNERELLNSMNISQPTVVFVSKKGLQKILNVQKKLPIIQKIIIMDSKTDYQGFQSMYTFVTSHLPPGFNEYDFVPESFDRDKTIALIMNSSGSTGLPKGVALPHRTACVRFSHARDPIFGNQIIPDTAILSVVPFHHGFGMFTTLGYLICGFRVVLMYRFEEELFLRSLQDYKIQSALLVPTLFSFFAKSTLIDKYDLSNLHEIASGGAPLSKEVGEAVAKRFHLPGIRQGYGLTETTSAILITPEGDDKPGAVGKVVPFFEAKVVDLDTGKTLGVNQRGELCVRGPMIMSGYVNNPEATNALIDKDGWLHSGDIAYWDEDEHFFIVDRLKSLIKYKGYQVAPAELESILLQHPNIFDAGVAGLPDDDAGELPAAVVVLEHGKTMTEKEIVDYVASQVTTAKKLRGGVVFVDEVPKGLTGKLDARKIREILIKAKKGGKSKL
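Purified P. pyralis luciferase, 10 nM final, with Km-level 10 uM D-luciferin and 10 uM ATP in 50 mM Tris acetate pH 7.5, 10 mM Mg acetate, 0.01% Tween-20, 0.05% BSA; 6-point qHTS titration about 60 µM downward; luminescence read.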
RORgamma inh: inhibitors of mouse ROR gamma transcriptional activity | AID 2551 | Drosophila S2 Gal4-RORgamma UAS-luciferase reporter, 20 h | 310,000 tested, 5.4% active | P51450 | Potency, µM (highest dose often 53.6 µM), inactives show top-dose activity change, negative = inhibition, usual class: inhibitors; further: on the % scale 0 is the no-effect control and ±100 the full control effect; nearly all actives have a fitted effect of over 60% in size
Target sequence (P51450 whole entry, looked up, the tested form may be a part): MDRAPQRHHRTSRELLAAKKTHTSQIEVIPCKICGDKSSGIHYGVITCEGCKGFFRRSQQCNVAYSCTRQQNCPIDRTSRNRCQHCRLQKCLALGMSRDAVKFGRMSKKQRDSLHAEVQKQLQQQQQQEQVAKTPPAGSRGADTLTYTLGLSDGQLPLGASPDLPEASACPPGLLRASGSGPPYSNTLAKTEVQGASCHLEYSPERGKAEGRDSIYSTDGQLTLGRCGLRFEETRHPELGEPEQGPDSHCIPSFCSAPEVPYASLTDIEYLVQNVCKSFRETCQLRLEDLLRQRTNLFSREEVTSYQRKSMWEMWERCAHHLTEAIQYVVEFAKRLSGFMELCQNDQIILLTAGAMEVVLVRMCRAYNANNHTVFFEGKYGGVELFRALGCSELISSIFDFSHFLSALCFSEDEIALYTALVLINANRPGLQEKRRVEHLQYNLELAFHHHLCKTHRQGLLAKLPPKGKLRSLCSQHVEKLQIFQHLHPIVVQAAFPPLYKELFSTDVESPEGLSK
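ROR gamma transcriptional activity was tracked as Gal4-UAS luciferase output in stably transfected Drosophila Schneider cells, with compound added 1 hr before 700 uM copper sulfate induction and a 20 hr ambient-temperature incubation.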
VP16 counter: inhibits Gal4-VP16 luciferase reporter, ROR gamma counter-screen | Drosophila S2 Gal4-VP16 UAS-luciferase, luminescence, 20 h | Potency, µM (series often up to 53.6 µM), without a hit: at the top dose activity, negative = inhibition, actives largely listed as inhibitors | AID 2546 | 310,000 tested, 3.5% active;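 further: Gal4-VP16 expression switched on by copper sulfate through the metallothionein promoter; on the % scale 0 is the no-effect control and ±100 the full control effect; nearly all actives have a fitted effect of over 50% in size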
* marks the source's active call; other numbers are inactive results; u = inconclusive; x = no result given; & = joins results of further samples; [ ] = remark or other dose. The call rests on the fitted dose curve; in most records, active means well fitted curve in the direction sought with a large enough effect; inconclusive means small, poorly fitted or top-dose-only effect, or another doubt; inactive means no such curve, though single readings can be large; an effect the other way counts as inactive or inconclusive. Potency means the concentration at half of the fitted maximal effect. Only part of the results is shown. The share of hits here may be higher or lower than overall.

Start of the data: the first 6 records as a preview:
compound	FLuc modulator	VP16 counter	RORgamma inh	BRCA1 expr up
C[C@@H]1O[C@@H](O[C@H]2CC[C@@H](O[C@H]3[C@H](O)C[C@H](c4ccc5c(c4O)C(=O)C4=C(C5=O)[C@@]5(O)C(=O)C[C@](C)(O[C@H]6CC[C@H](O[C@H]7C=CC(=O)[C@H](C)O7)[C@H](C)O6)C[C@@]5(O)C=C4)O[C@@H]3C)O[C@H]2C)C=CC1=O	x	-10%	0.5µM*	x
CCOP(=S)(OCC)Oc1ccc([N+](=O)[O-])cc1	x	3%&-10%	-3%&14%	x
CC(C)(C)NC[C@@H](O)COc1cccc2[nH]c(C#N)cc12	x	-2%	-1%	x
O=C(O)CCC(CP(=O)(O)O)C(=O)O (stereo not given)	x	8%	20%	x
Cc1noc(C)c1C(=O)N1CCC[C@@]2(CCN(CC(C)C)C2)C1	x	-6%	1%	x
C=CC(=O)OCC(C)C	x	-15%	-5%	x

The whole of this part, repeating the preview:
compound	FLuc modulator	VP16 counter	RORgamma inh	BRCA1 expr up
C[C@@H]1O[C@@H](O[C@H]2CC[C@@H](O[C@H]3[C@H](O)C[C@H](c4ccc5c(c4O)C(=O)C4=C(C5=O)[C@@]5(O)C(=O)C[C@](C)(O[C@H]6CC[C@H](O[C@H]7C=CC(=O)[C@H](C)O7)[C@H](C)O6)C[C@@]5(O)C=C4)O[C@@H]3C)O[C@H]2C)C=CC1=O	x	-10%	0.5µM*	x
CCOP(=S)(OCC)Oc1ccc([N+](=O)[O-])cc1	x	3%&-10%	-3%&14%	x
CC(C)(C)NC[C@@H](O)COc1cccc2[nH]c(C#N)cc12	x	-2%	-1%	x
O=C(O)CCC(CP(=O)(O)O)C(=O)O (stereo not given)	x	8%	20%	x
Cc1noc(C)c1C(=O)N1CCC[C@@]2(CCN(CC(C)C)C2)C1	x	-6%	1%	x
C=CC(=O)OCC(C)C	x	-15%	-5%	x
O=[As]O[As]=O (stereo not given)	x	-4%	-1%[10 µM]	x
COC(=O)COc1ccc(Cl)cc1Cl	x	2%	-1%	x
CCCCCCCCCC[N+](C)(C)CCCCCCCCCC	x	u	38%[10 µM]	x
COC1(CS(=O)c2ccccc2)CCN(CCc2c[nH]c3ccc(F)cc23)CC1 (stereo not given)	x	-24%	14%	x
O=C(O)c1ccc2[nH]cc(CCCCN3CC=C(c4ccccc4)CC3)c2c1	x	-9%	-7%	x
C=CC(=O)OC	x	2%	1%	x
COc1ccc(/C=C/C(=O)N2CC3C[C@@H](C2)Cn2c3cccc2=O)cc1OC	x	3%	-21%	x
O=C(c1ccncc1)N1CCC2(CC1)CN(Cc1ccccc1)C2	x	-2%	-5%	x
NC1=N[C@H](O)[C@H]2C3O[C@]4(O)O[C@H](C(O)[C@@]2(N1)[C@@H]4O)C3(O)CO (stereo not given in full)	x	5%	5%	x
O=C(O)COc1nc(Cl)c(Cl)cc1Cl	x	5%	19%	x
CN(C(=O)Cc1ccccc1)[C@H](CN1CCCC1)c1ccccc1	x	-1%	-8%	x
NCCc1c[nH]c2ccc(O)cc12	x	11%	3%	x
N#CN	x	3%	2%[10 µM]	x
N#CC(C#N)=Cc1cc(O)c(O)c(O)c1	x	6%	u	x
O=C(CS(=O)C(c1ccccc1)c1ccccc1)NO (stereo not given)	x	7%&-11%	15%&0%	x
CN1C2CCC1CC(OC(=O)C1CCC(C(=O)OC3CC4CCC(C3)N4C)(c3ccccc3)c3ccccc31)C2 (stereo not given)	x	3%	12%	x
c1csc(CN2CC3(CCNCC3)C2)n1	x	8%	-1%	x
CN(C)C1C(=O)C(C(N)=O)=C(O)[C@@]2(O)C(=O)C3=C(O)c4c(O)ccc(Cl)c4[C@](C)(O)C3CC12 (stereo not given in full)	x	-3%	5%	x
CCC12CCN(CC3CC3)CC1Oc1c(C)cccc12 (stereo not given)	4%	x	x	x

Shown with values under each structure: entries from further up
Under each structure: FLuc modulator	VP16 counter	RORgamma inh	BRCA1 expr up
C=CC(=O)OCC(C)C
  x	-15%	-5%	x
O=[As]O[As]=O (stereo not given)
  x	-4%	-1%[10 µM]	x

Additional entries:
compound	FLuc modulator	VP16 counter	RORgamma inh	BRCA1 expr up
Cc1ccccc1CN1C(=O)C(C)N=C(c2ccccc2)c2ccccc21 (stereo not given)	-12%	x	x	x
COc1ccc(CCNCc2ccc3c(c2)n(C)c(=O)n3C)cc1	1%	x	x	x
Cc1ccc(NC(=O)CN2C(=O)CN=C(c3ccccc3)c3ccccc32)c(C)c1	-1%	x	x	x
Cc1ccc(CNC(=O)c2ccccc2NC(=O)c2nsc3ccccc23)cc1	17µM*	x	x	x
Cc1ccc(-n2nc(C)c3c2NC(=O)CSC3c2ccc(O)cc2)cc1Cl (stereo not given)	-11%	x	x	x
Cc1oc(-c2cccc(Cl)c2)nc1CN1CCC(C(=O)NCCCN2CCN(c3cccc(Cl)c3)CC2)CC1	u	x	x	x
Cc1ccc(Cl)cc1NC(=O)Cn1c(=O)oc2cc(S(=O)(=O)N3CCCCCC3)ccc21	u	x	x	x
CCOc1ccc(CN(CCc2ccc3c(c2)OCO3)Cc2cc(OC)ccc2O)cc1	0%	x	x	x
O=C(COc1ccc(Cl)cc1)Nc1ccc(Cl)cc1C(=O)c1ccccc1	-7%	x	x	x
Cc1ccccc1-n1c(/C=C/c2ccccc2F)nc2ccccc2c1=O	-2%	x	x	x
Cc1ccc(-n2c(/C=C/c3ccccc3)nc3ccccc3c2=O)cc1Cl	2%	x	x	x
COc1ccc(NC(=O)CN2C(=O)C(C)N=C(c3ccccc3F)c3cc(Cl)ccc32)c(OC)c1 (stereo not given)	1%	x	x	x
Cc1ccc(OCC(=O)N2CCN(CCc3ccncc3)CC2)cc1	-1%	x	x	x
O=C(Nc1ccc(Br)cc1C(=O)c1ccccc1Cl)c1ccccc1F	-16%	x	x	x
Cc1cccc(CN2C(=O)CN=C(c3ccccc3Cl)c3cc(Cl)ccc32)c1	-16%	x	x	x
Cc1ccccc1-n1c(/C=C/c2c(C)[nH]c3ccccc23)nc2ccccc2c1=O	5%	x	x	x
Cc1ccc(CN2C(=O)c3ccccc3Sc3ccc(C(=O)N4CCC5(CC4)OCCO5)cc32)cc1	-3%	x	x	x
Cc1cc(C)cc(OCC(=O)Nc2ccc(Cl)cc2C(=O)c2ccccc2)c1	4%	x	x	x
COc1ccc(Cl)cc1S(=O)(=O)Nc1cccc(-c2ccc(N3CCCC3)nn2)c1	u	x	x	x
O=c1c2ccccc2nc(/C=C/c2cccc3ccccc23)n1-c1ccccc1Cl	4%	x	x	x
N#Cc1cc2c(nc1SCC(=O)Nc1ccc(C(F)(F)F)cc1)C1CCN2CC1	-2%	x	x	x
CN1CCN(c2csc3ccc(F)cc3c2=O)CC1	u	x	x	x
CCC12CCN(CCc3ccc([N+](=O)[O-])cc3)CC1Oc1c(O)cccc12 (stereo not given)	2%	x	x	x
Cc1ccc(NC(=O)N(Cc2ccc3c(c2)OCO3)C2CCN(Cc3ccccc3)CC2)cc1C	-6%	x	x	x
O=C(COc1cc(Cl)ccc1Cl)Nc1ccc(Cl)cc1C(=O)c1ccccc1	0%	x	x	x
Cc1c(CCNS(=O)(=O)c2ccccc2)sc2nc(-c3ccc(Cl)cc3)nn12	u	x	x	x
O=C1CC(c2ccc(F)cc2)c2c(c3ccccc3oc2=O)O1 (stereo not given)	u	x	x	x
COc1ccc(OC)c(CCNCc2c(C(=O)O)c(C)n(Cc3ccc(F)cc3Cl)c2C)c1	-1%	x	x	x
CCCCOc1ccc(C(=O)NCCc2csc(-c3ccc(OC)cc3)n2)cc1	u	x	x	x
CCC12CCN(CCc3ccccc3)CC1Oc1c(O)cccc12 (stereo not given)	7%	x	x	x
Cc1ccccc1-n1nc(C)c2c1NC(=O)CSC2c1ccccc1C(F)(F)F (stereo not given)	-6%	x	x	x
COc1ccc(Nc2c(-c3cc(Br)ccc3O)nc3ncccn23)cc1OC	u	x	x	x
Cc1cccc(NC(=O)Cn2cc(C(=O)c3ccccc3)c3ccccc32)c1	2%	x	x	x
COc1ccc(NC(=O)c2sc3nc4c(cc3c2N)N2CCC4CC2)cc1OC	u	x	x	x
COc1ccc(C2CC(=O)Oc3c2c(=O)oc2ccccc32)c(OC)c1OC (stereo not given)	u	x	x	x
Cn1c(=O)n(C)c2cc(CNCCc3ccc(F)cc3)ccc21	-5%	x	x	x
O=S1(=O)N(Cc2ccccc2)CCCN1Cc1cccc(Cl)c1	-15%	x	x	x
O=C(c1ccc2c(c1)N(Cc1ccc(F)cc1)C(=O)c1ccccc1S2)N1CCC2(CC1)OCCO2	-4%	x	x	x
CCC12CCN(C)CC1Oc1c(C)cccc12 (stereo not given)	-2%	x	x	x
CCOc1ccc(NC(=O)Cn2cc(C(=O)c3ccccc3)c3ccccc32)cc1	-4%	x	x	x
Cc1cc(OCC(=O)N2CCN(CCc3ccccn3)CC2)cc(C)c1Cl	3%	x	x	x
CCc1cccc(NC(=O)CN2C(=O)CN=C(c3ccccc3F)c3cc(Cl)ccc32)c1	3%	x	x	x
COc1ccc(-c2cc(=O)c3cc(OCC(=O)OC(C)C)ccc3o2)cc1	1.9µM*	x	x	x
Cc1oc(-c2ccc(Cl)cc2)nc1CN1C(=O)CN=C(c2ccccc2)c2ccccc21	1%	x	x	x
O=C(COc1ccccc1Cl)N1CCN(CCc2ccccn2)CC1	0%	x	x	x
Cc1ccc(-n2c(/C=C/c3cc(Br)cs3)nc3ccccc3c2=O)cc1	-14%	x	x	x
CCCCn1nnnc1C(C1CC1)N1CCC(n2c(=O)[nH]c3ccccc32)CC1 (stereo not given)	x	x	x	-4%
Cc1ccc(-n2c(=S)[nH]c3ccccc3c2=O)cc1C	x	x	x	7%
C[C@H](CO)N1C[C@H](C)[C@@H](CN(C)C(=O)Oc2cccc3ccccc23)OCc2cn(nn2)CCCC1=O	x	x	x	7%
Cc1cc(C)c(NC2=NCCS2)cc1C	x	x	x	14%

An excerpt of these results, with two lines to a compound:
Below each SMILES – FLuc modulator | VP16 counter | RORgamma inh | BRCA1 expr up
Cn1c(=O)n(C)c2cc(CNCCc3ccc(F)cc3)ccc21
    -5% | x | x | x
CCC12CCN(C)CC1Oc1c(C)cccc12 (stereo not given)
    -2% | x | x | x

Other compounds follow.
compound	FLuc modulator	VP16 counter	RORgamma inh	BRCA1 expr up
Cc1cccc(OCCNc2ncccc2[N+](=O)[O-])c1	x	x	x	11µM*
CCOC(=O)[C@]12Cc3cc(C)ccc3[C@H]1N(C)C(=O)c1ccccc12	x	x	x	2%
COCCNC(=S)N1Cc2ccccc2-n2nncc2C1	x	x	x	1%
C1=NCCCN2CCCCC12 (stereo not given)	x	x	x	6%
Fc1ccc(NC(=S)N2Cc3ccccc3-n3nncc3C2)cc1	x	x	x	8%
CCCCCN1C(=O)c2ccccc2[C@@]2(C(=O)OCC)Cc3cc(OC)ccc3[C@@H]12	x	x	x	-73%
COc1ccc(OC(=O)N(C)C[C@@H]2OCc3ccccc3-c3c(n(C)c4ccccc34)C(=O)N([C@H](C)CO)C[C@@H]2C)cc1	x	x	x	-1%
O=c1[nH]c2ccccc2n1C1CCN(C(c2cccs2)c2nnnn2-c2ccc3c(c2)OCCO3)CC1 (stereo not given)	x	x	x	-70%
O=C1NCN(c2ccccc2)C12CCN(C(c1ccnc3ccccc13)c1nnnn1Cc1ccccc1)CC2 (stereo not given)	x	x	x	-29%
O=C1NCN(c2ccccc2)C12CCN(C(c1cccc3ccccc13)c1nnnn1C1CCCC1)CC2 (stereo not given)	x	x	x	-57%
CSCCC(c1nnnn1C(C)(C)C)N1CCC2(CC1)C(=O)NCN2c1ccccc1 (stereo not given)	x	x	x	-7%
O=C(CN1CCOCC1)c1ccc2ccccc2c1	x	x	x	-1%
